LmPK inhibitor: qHTS Assay for Inhibitors of Leishmania Mexicana Pyruvate Kinase (LmPK) | Q27686 | purified LmPK, Kinase-Glo ATP luminescence, 1 h | hit rate 0.37% among 290,000 | Potency, µM (highest dose often 57.5 µM), without a hit: at the highest dose activity change, negative = inhibition, actives largely listed as inhibitors; note: potency is the fitted concentration of half-maximal effect
Target sequence (Q27686 whole entry, looked up): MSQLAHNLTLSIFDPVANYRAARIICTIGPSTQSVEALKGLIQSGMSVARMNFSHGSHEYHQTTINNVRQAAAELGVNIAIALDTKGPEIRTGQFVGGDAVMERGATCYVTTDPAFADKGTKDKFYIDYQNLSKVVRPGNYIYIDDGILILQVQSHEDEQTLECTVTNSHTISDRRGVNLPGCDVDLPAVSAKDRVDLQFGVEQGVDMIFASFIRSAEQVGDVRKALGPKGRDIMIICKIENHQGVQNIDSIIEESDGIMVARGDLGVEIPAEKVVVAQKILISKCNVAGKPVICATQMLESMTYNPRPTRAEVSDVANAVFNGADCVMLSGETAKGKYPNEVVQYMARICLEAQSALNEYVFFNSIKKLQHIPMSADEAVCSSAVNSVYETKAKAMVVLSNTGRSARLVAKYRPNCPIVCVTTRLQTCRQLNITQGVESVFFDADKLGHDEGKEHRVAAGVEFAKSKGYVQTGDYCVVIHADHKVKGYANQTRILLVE
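Purified LmPK (0.1 nM) converted ADP (0.1 mM) to ATP with PEP (0.5 mM) in imidazole buffer pH 7.2 with KCl and MgCl2, 1 h at room temperature. ATP was read by Kinase-Glo luminescence; data normalized to uninhibited and no-enzyme controls.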
AmpC inh no detg: qHTS Inhibitors of AmpC Beta-Lactamase (assay without detergent) | P00811 | AID 485341, 2010 | AmpC nitrocefin hydrolysis, absorbance 480 nm, 0.0001% Triton | Potency, µM (series often up to 57.1 µM), for inactives: top-dose activity change, negative = inhibition, usual class: inhibitors | hit rate 0.52% among 330,000;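 note: potency is the fitted concentration of half-maximal effect; plate controls were no compound for no effect and no enzyme for full effect; nearly all actives have a fitted effect of over 20% in size; some results filed as inactive show a strong effect at the top dose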
Target sequence (P00811 whole entry, looked up): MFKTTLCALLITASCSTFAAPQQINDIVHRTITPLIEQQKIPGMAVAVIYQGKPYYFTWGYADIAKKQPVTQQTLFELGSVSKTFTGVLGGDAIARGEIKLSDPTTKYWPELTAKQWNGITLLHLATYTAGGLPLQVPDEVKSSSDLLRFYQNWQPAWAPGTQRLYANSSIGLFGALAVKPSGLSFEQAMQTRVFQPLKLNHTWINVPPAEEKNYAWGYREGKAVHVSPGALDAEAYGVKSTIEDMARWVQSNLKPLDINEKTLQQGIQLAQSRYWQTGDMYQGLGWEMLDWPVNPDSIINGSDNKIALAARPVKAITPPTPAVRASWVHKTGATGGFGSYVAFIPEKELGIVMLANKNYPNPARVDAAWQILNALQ
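AmpC (5.3 nM in the dispensed reagent) in 20 mM phosphate pH 7.0 with 0.01% (detergent screen) or 0.0001% Triton X-100 was preincubated with compounds for 15 min at room temperature. Nitrocefin was then added from an 800 uM solution, and hydrolysis was followed at 480 nm.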
AMA1 RON2 block: qHTS for Inhibitors of AMA1-RON; Towards Development of Antimalarial Drug Lead: Primary Screen; Plasmodium falciparum AMA1 (3D7) - RON2 peptide interaction; AlphaScreen AMA1-biotinylated RON2 peptide binding; Potency, µM (top dose mostly 58.2 µM), for inactives: at the highest dose activity change, negative = inhibition, usual class: inhibitors; hit rate 0.2% among 360,000; AID 720542, 2013;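 note: potency is the fitted concentration of half-maximal effect; 0% = vehicle wells and -100% = peptide control; nearly all actives have a fitted effect of over 45% in size; some results filed as inactive show a strong effect at the top dose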
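AMA1 (3D7) with his tag at 25 nM final met compounds first, then biotinylated RON2 peptide at 25 nM; detection used donor plus acceptor beads, 10 µg/mL apiece, read by AlphaScreen after 30 min at room temperature.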
HCMV antiviral: qHTS Assay for inhibitors of the human cytomegalovirus (HCMV); HFF cells, HCMV-luciferase reporter, 72 h; hits give low values; activity change, negative = inhibition, % at 57.5 µM; hit rate 4.5% among 410,000; in the data active = activity change below about -60%; inconclusive = no clear call, values can overlap the other calls; inactive = above about -39%
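Compounds were evaluated in HFFs infected with an HCMV luciferase reporter virus (MOI 1 PFU/cell). Luciferase in lysates collected 72 h post infection served as the replication measure.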
AmpC inh detg: qHTS Inhibitors of AmpC Beta-Lactamase (assay with detergent). P00811. AmpC hydrolysis of nitrocefin, absorbance 480 nm, 0.01% Triton. Potency, µM (doses to about 114 µM), for the others: at the top dose activity change, negative = inhibition, hits mostly inhibitors. hit rate 0.041% among 370,000;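 note: potency is the fitted concentration of half-maximal effect; 0% = no-compound wells and -100% = no-enzyme wells; nearly all actives have a fitted effect of over 25% in size; some results filed as inactive show a strong effect at the top dose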
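20 mM phosphate pH 7.0 + 0.01% (detergent screen) or 0.0001% Triton X-100; 5.3 nM AmpC reagent; cpd preinc 15 min RT; nitrocefin (800 uM stock) to start; A480 q20 s × 4 min; Activity was normalised to no-enzyme and no-compound control wells.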
Tb PYK inh: qHTS of Trypanosoma Brucei Inhibitors; pyruvate kinase (Trypanosoma brucei), Q57TT1; TbPYK enzyme, Kinase-Glo Plus ATP luminescence, 45 min; Potency, µM (top dose mostly 76.8 µM), for the others: at the highest dose activity, negative = inhibition, hits mostly inhibitors; hit rate 0.12% among 410,000; note: potency is the fitted concentration of half-maximal effect; nearly all actives have a fitted effect of over 50% in size
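Activity of T. brucei pyruvate kinase was followed by Kinase-Glo Plus luminescence after the enzyme reacted 45 min at room temperature with 130 uM ADP (final) and substrate. Test compounds were added before ADP at multiple concentrations.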
HCV inh: qHTS Assay for Inhibitors of Hepatitis C Virus (HCV); Huh7.5.1 HCVcc-Cre infection, luciferase reporter, 44 h; Potency, µM (series often up to 41.8 µM), without a hit: top-dose activity change, negative = inhibition, usual class: inhibitors; hit rate 3.4% among 340,000; note: potency is the fitted concentration of half-maximal effect
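Infectious HCV cell culture screen: compound-treated cells (1,000/well, pre-plated 4 h) are infected with HCVcc-Cre at roughly 0.5 moi and grown 44 h. Infection is quantified by luciferase signal after 15 min substrate incubation at room temperature.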
An asterisk follows results filed as active; ? = inconclusive; / = no result given; [ ] = remark or other dose. Unless noted, calls come from the whole dose curve; as a rule, active = well fitted curve in the direction sought with a large enough effect; inconclusive = small, poorly fitted or top-dose-only effect, or another doubt; inactive = no such curve, though single readings can be large; an effect the other way counts as inactive or inconclusive. Unless noted, % is set by controls: 0 for no effect and ±100 for the full control effect.

SMILES	LmPK inhibitor	AmpC inh no detg	AMA1 RON2 block	HCMV antiviral	AmpC inh detg	Tb PYK inh	HCV inh
O=C(CC1SC(=Nc2ccccc2)N(CCCCO)C1=O)NCc1ccccc1 (stereo not drawn)	10.3%	45.3%	-12.0%	19.2	6.6%	4.2%	3.4%
C/C(=N/NC(=O)c1ccncc1)c1cc2ccc(O)cc2oc1=O	-11.9%	-8.8%	49.8%[activator]	?	-2.8%	-6.7%	13.6%
Oc1c(Cl)cc(Cl)cc1/C=N/NC(=S)NC1CC2C=CC1C2 (stereo not drawn)	1.2%	8.91µM*	-11.9%	-67.8*	-1.2%	6.2%	?
CC[C@H](NC(=O)c1c(C)c(-c2ccccc2)nc2ccccc12)c1ccccc1	5.0%	36.8%	-7.2%	-25.6	-4.5%	-0.9%	-15.2%
N#CC1(NC(=O)CSc2nc3ccccc3s2)CCCCC1	/	-12.3%	-2.1%	-10.8	?	-2.9%	?
COc1ccc2oc(C(=O)OCC(=O)N3CCCCC3)c(C)c2c1	/	-6.6%	-2.9%	/	-15.8%	4.8%	/
CC(C)C[C@H]1CN(CCCC[C@@H]2CNC(=O)C(=O)N2CC2CCCCC2)C(=O)C(=O)N1CCc1ccccc1	/	/	51.8%[activator]	-3.5	/	4.4%	/
CCOC(=O)N1CCC(c2cc(=O)n(-c3ccccc3)[nH]2)CC1	6.1%	66.1%[activator]	-2.9%	-10.8	1.0%	-9.0%	6.7%
CCN(C(=O)COC(=O)c1oc2ccc(OC)cc2c1C)C1CCS(=O)(=O)C1 (stereo not drawn)	/	40.3%	-4.3%	-28.8	-12.7%	-0.8%	?
COC(=O)c1cc(C(=O)c2c(C)cc3ccccn23)cc([N+](=O)[O-])c1	7.1%	-7.1%	?	-31.2	-4.0%	-2.7%	?
NC(c1cccc(F)c1)c1nc(-c2ccc(Cl)cc2)cs1 (stereo not drawn)	/	/	14.1%	-25.4	/	-0.6%	/
O=C(O)CCSCC(=O)Nc1c(C(=O)C2CC2)oc2ccccc12	-1.7%	-24.4%	6.7%	-26.4	?	0.0%	16.1%
COc1cc2c(cc1OC)C1(Nc3c-2c(C)nn3-c2ccccc2)C(=O)Nc2ccccc21 (stereo not drawn)	-5.5%	37.9%	-14.9%	-21.1	3.6%	-6.7%	-26.5%
O=C(COc1ccccc1)Nc1ccc(C(=O)OCc2cc(=O)n3nc(C4CC4)sc3n2)cc1	/	/	/	15.0	14.1%	6.3%	/
Cc1ccc(-n2nc(C(N)=O)nc2-c2ccccc2)cc1	2.5%	-21.3%	4.6%	-26.6	0.4%	1.3%	2.2%
O=C(NC1CCCc2ccccc21)C1CCN(S(=O)(=O)c2cnc[nH]2)CC1 (stereo not drawn)	2.9%	?	4.2%	14.9	7.9%	0.5%	-5.7%
CCCCCCN1C[C@H](n2cc(COC(=O)c3ccccc3)nn2)[C@@H](O)C[C@@H]1c1ccc(Cl)cc1	/	/	-7.9%	?	/	2.7%	/
Cc1ccc(NS(=O)(=O)c2ccc(-c3ccc(=O)[nH]n3)o2)cc1N(C)C	-6.8%	-15.0%	18.3%	-23.1	-5.5%	-0.3%	3.6%
COC(=O)Cn1c(C)c(C#N)c2ccccc21	3.8%	0.4%	-1.9%	9.4	1.0%	-8.6%	9.1%
CN(CC(=O)Nc1ccc(F)cc1[N+](=O)[O-])Cc1ccccc1	2.7%	?	-29.9%	-23.5	3.2%	2.6%	-11.2%
CCOC(=O)c1c(NC(=O)c2cc(-c3cccc(OC)c3)on2)sc2c1CCCC2	/	/	/	-8.0	16.1%	-12.1%	/
COc1ccccc1CN1CCN(C(=O)Cc2ccccc2)CC1	-2.7%	3.8%	-9.0%	-8.8	-7.1%	15.2%	1.2%
CC(=O)O[C@@H]1[C@H](OC(=O)CC(C)C)c2c(ccc3ccc(=O)oc23)OC1(C)C	1.1%	48.8%	-3.8%	-8.5	-19.3%	-14.7%	?
Cc1nc(SCC(=O)Nc2ccccc2C)cc(-c2ccccc2)n1	/	/	/	-3.3	-1.6%	-2.1%	/
CS(=O)(=O)N(CC(=O)NCCSCc1ccccc1)c1cc(C(F)(F)F)ccc1Cl	/	/	/	-1.1	3.7%	1.2%	/
N#CC1=C(N)Oc2c(c(=O)oc3ccccc23)C1c1ccccc1OC(=O)c1cccs1 (stereo not drawn)	2.3%	-34.4%	-9.6%	57.8	-10.6%	-8.0%	0.8%
Fc1ccc(Nc2c(-c3ccccn3)nc3ccc(Cl)cn23)cc1	/	/	/	8.0	-3.7%	3.8%	/
O=C(Cc1cccs1)N1CCN=C1SCc1cccc(F)c1	1.1%	-10.9%	0.3%	?	3.3%	6.9%	0.6%
Cc1ccc(/C=N/Nc2ccc(F)cc2)s1	-5.5%	-48.5%	-9.4%	49.8	1.2%	-5.5%	-7.5%
Cc1nn(C)cc1CN(C)C(=O)c1ccc(OC2CCN(Cc3ccccn3)CC2)cc1	3.1%	9.7%	70.7%[activator]	2.0	2.0%	0.0%	-15.6%
Cc1c(C(=O)OCCOc2ccccc2)[nH]c2c1C(=O)CC(c1ccccc1)C2 (stereo not drawn)	/	/	/	-36.7	14.6%	-5.2%	/
N/C(=N\c1nc2ccccc2o1)NC(=O)c1cccc(Cl)c1	7.5%	-2.9%	44.4%[activator]	-27.3	2.0%	2.0%	12.7%
COc1cc(N)c(Cl)cc1C(=O)NC1CCN(Cc2ccccc2)CC1	/	/	-5.4%	6.1	/	4.3%	?
O=C(CCC(=O)c1cccs1)OCC(=O)c1ccc(Cl)s1	0.9%	-26.2%	18.2%	-8.5	-3.8%	-2.4%	2.1%
c1ccc2c3nnc4n(c-3nc2c1)CCCS4	-6.2%	-3.6%	-7.9%	20.6	1.3%	0.8%	7.9%
CCc1ccccc1NC(=O)c1cn(C)c(=O)c2ccccc12	/	/	/	-5.6	?	?	/
COC(=O)c1cc(S(=O)(=O)N2CCCC(C)C2)c[nH]1 (stereo not drawn)	1.2%	-13.2%	-1.7%	-28.0	-8.6%	2.3%	2.1%
CCc1ccccc1NC(=O)CN(C)C(=O)CSc1nn(-c2ccccc2)c(=S)s1	3.1%	-2.1%	-9.8%	36.1	-14.8%	-0.8%	34.5%[activator]
Cc1cc(C)n2nc(C(=O)OCC(=O)Nc3ccc4c(c3)OCO4)nc2n1	-2.0%	-16.1%	7.5%	-8.6	-7.8%	3.5%	8.0%
CN(N)c1nc(C(F)(F)F)nc2ccccc12	2.9%	-10.1%	9.1%	?	0.4%	0.7%	-7.7%
CCc1ccc(C2NC(=O)c3ccccc3O2)cc1 (stereo not drawn)	-1.8%	-14.9%	-1.6%	-16.5	-8.9%	0.7%	-15.3%
COc1cccc2c(=O)n(CC(=O)Nc3ccccc3F)ccc12	-0.3%	-18.5%	8.7%	29.0	?	1.9%	6.3%
O=C(Cn1ncc2c3ccccc3n(Cc3ccc(Cl)cc3)c2c1=O)NCCC1=CCCCC1	/	/	/	2.1	0.8%	3.8%	/
O=C(Nc1nccs1)C1CCCN1S(=O)(=O)c1ccc(F)cc1 (stereo not drawn)	5.1%	10.6%	-8.5%	10.4	?	-2.4%	11.4%
CC1CN(S(=O)(=O)c2cccc(C(=O)NCCc3ccc(S(N)(=O)=O)cc3)c2)CC(C)O1 (stereo not drawn)	/	-21.2%	?	5.8	/	2.8%	-9.7%
CCNc1nc(NCC)nc(Oc2ccc(C(=O)OC)cc2)n1	3.0%	-21.2%	-1.2%	-15.0	3.6%	2.7%	-14.1%
Cc1cccc(NC2CNC(=O)NC2=O)c1 (stereo not drawn)	/	/	-7.8%	-19.8	/	2.1%	-9.5%
O=C1/C(=C/c2cccnc2)SC(=S)N1c1ccc(F)cc1	-5.2%	-16.4%	27.6%	?	2.5%	-0.1%	-6.9%
COc1ccc(OCCCC(=O)Nc2cc([N+](=O)[O-])ccc2C)cc1	2.0%	-29.3%	-13.0%	-30.1	1.6%	-5.6%	-16.1%
CC(C)c1nnc(NC(=O)Cc2ccc(Br)cc2)s1	-3.6%	-18.7%	8.8%	-27.1	-1.8%	-6.1%	1.7%
COc1ccc(OC)c(/C=N\NC(=O)CSc2nnc(CCCc3ccc(OC)c(C)c3)o2)c1	0.6%	/	21.8%	-19.3	4.3%	1.4%	-9.8%
CC1(C)CC(CCC(=O)NC(=S)Nc2ccccc2Cl)C(=O)O1 (stereo not drawn)	0.0%	-18.8%	-5.8%	-29.8	5.2%	-3.9%	?
CCOc1ccc(NS(=O)(=O)c2cc(NC(=O)CCNC(=O)c3ccco3)ccc2OC)cc1	/	/	-4.9%[11.6 µM]	-9.4	/	3.5%	-24.4%
O=S(=O)(Nc1ccc(O)c(NS(=O)(=O)c2ccccc2)c1)c1ccccc1	0.447µM*	-43.8%	-7.4%	?	0.1%	-28.4%	8.2%
O=c1cnc2ccccc2n1Cc1ccc(Br)cc1	-4.3%	-23.5%	-2.5%	27.3	-10.5%	2.2%	?

A second format for 4 compounds above.
Compound: CCNc1nc(NCC)nc(Oc2ccc(C(=O)OC)cc2)n1
  LmPK inhibitor: 3.0%; AmpC inh no detg: -21.2%; AMA1 RON2 block: -1.2%; HCMV antiviral: -15.0; AmpC inh detg: 3.6%; Tb PYK inh: 2.7%; HCV inh: -14.1%
Compound: Cc1cccc(NC2CNC(=O)NC2=O)c1 (stereo not drawn)
  LmPK inhibitor: /; AmpC inh no detg: /; AMA1 RON2 block: -7.8%; HCMV antiviral: -19.8; AmpC inh detg: /; Tb PYK inh: 2.1%; HCV inh: -9.5%
Compound: O=C1/C(=C/c2cccnc2)SC(=S)N1c1ccc(F)cc1
  LmPK inhibitor: -5.2%; AmpC inh no detg: -16.4%; AMA1 RON2 block: 27.6%; HCMV antiviral: ?; AmpC inh detg: 2.5%; Tb PYK inh: -0.1%; HCV inh: -6.9%
Compound: COc1ccc(OCCCC(=O)Nc2cc([N+](=O)[O-])ccc2C)cc1
  LmPK inhibitor: 2.0%; AmpC inh no detg: -29.3%; AMA1 RON2 block: -13.0%; HCMV antiviral: -30.1; AmpC inh detg: 1.6%; Tb PYK inh: -5.6%; HCV inh: -16.1%

Bioassay records as filed in PubChem BioAssay.
